# Pf Dd2 inh = P. falciparum Dd2 growth inhibition; SYBR Green, 72 h; stronger effect = lower value; activity change, % at 10 µM; 94,000 compounds, 2.3% hits; AID 1159554; in the data active = activity change below about -80%; inconclusive = no clear call, values can overlap the other calls
# GASC1 inh = KDM4C (human) demethylase inhibition. inhibition, % at 12.5 µM. 96,000 compounds, 0.15% hits. AID 720574. Q9H3R0. GST-KDM4C 2-372, H3K9me3 peptide, LANCE TR-FRET;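 active = mean replicate inhibition above about 25%, with at least 55% of replicates also reaching it, limit read from the data, passing the limit was not always enough; inconclusive = only one of those two conditions met; inactive = neither condition met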
# Target sequence (Q9H3R0 2-372 limits assumed): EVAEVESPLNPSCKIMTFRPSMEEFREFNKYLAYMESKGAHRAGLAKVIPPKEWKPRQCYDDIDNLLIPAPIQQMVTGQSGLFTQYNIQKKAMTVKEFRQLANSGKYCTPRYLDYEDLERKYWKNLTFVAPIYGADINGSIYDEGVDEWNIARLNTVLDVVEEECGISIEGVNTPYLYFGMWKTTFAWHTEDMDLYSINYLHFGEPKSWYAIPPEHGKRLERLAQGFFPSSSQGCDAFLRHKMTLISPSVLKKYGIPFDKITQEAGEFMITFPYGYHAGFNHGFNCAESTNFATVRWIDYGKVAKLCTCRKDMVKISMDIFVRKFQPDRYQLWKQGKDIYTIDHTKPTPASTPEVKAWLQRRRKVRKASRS
#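 Material: N-terminal GST-fused human GASC-1 (KDM4C) fragment, residues 2-372. Input: 10 nM enzyme. Incubation: enzyme reaction 30 min, then detection 60 min, both room temperature. Doses: one test concentration per compound. Read-out basis: inhibition from TR-FRET ratio decrease. Detection: LANCE TR-FRET, excitation 340 nm, emissions 618 and 671 nm.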
# C diff growth = C. difficile growth inhibition; 86,000 compounds, 0.25% hits; growth activity, negative = inhibition, % at 16 µg/mL (by protocol); Clostridium difficile clinical isolate growth, OD600, 24 h; stronger effect = lower value;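 active = mean growth activity at or below -80% and every replicate also at or below -80%; inconclusive = mean at or below -80% but some replicate above -80%; inactive = mean growth activity above -80%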;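 also: 0% = DMSO wells and -100% = levofloxacin 16 µg/mL wells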
# T cruzi growth = blocks T. cruzi growth in NIH3T3 culture; T. cruzi beta-gal in NIH3T3, GalScreen luminescence, 90 h; inhibition, % at 8.34 µM; 77,000 compounds, 5.9% hits; AID 624255;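 active = mean inhibition above about 93%, with at least 55% of replicates each passing it, limit read from the data, passing the limit was not always enough; inconclusive = only one of those two conditions holds; inactive = neither condition holds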
# * marks the source's active call; other numbers are inactive results; ? = inconclusive; · = not tested or not shown; & = joins results of further samples.
SMILES,Pf Dd2 inh,GASC1 inh,C diff growth,T cruzi growth
COc1ccc(NC(=O)N2C[C@H](O)COC[C@@H]3O[C@H](CC(=O)N4CCN(C)CC4)CC[C@H]32)cc1,2.1,0.4,·,-10.8
CNC[C@H]1Oc2ccc(NC(=O)Cn3cnnn3)cc2CC(=O)N([C@@H](C)CO)C[C@@H]1C,16.8,2.9,-2.0,·
CN1C(=O)c2cc(NC(=O)c3cscn3)ccc2OC[C@@H]2O[C@@H](CC(=O)NCc3ccc(Cl)c(Cl)c3)CC[C@H]21,-18.1,2.4,12.1,54.5
C[C@H]1CN([C@@H](C)CO)C(=O)c2cc(NS(=O)(=O)c3cn(C)cn3)ccc2O[C@@H]1CN(C)CC1CCCCC1,21.5,-0.7,-1.4,-5.4
CCNC(=O)C[C@H]1CC[C@@H]2[C@H](COC[C@H](O)CN2C(=O)Nc2ccc3c(c2)OCO3)O1,-5.2,2.9,·,3.6
CCCNC(=O)[C@@H]1[C@@H](CO)[C@@H]2Cn3c(ccc(/C=C/c4ccccc4)c3=O)[C@H]1N2C(=O)C1CCC1,-14.3,-0.8,0.8,11.3
C[C@H](CO)N1C[C@H](C)[C@H](CN(C)CC2CC2)Oc2cc(C3=CCCC3)ccc2S1(=O)=O,-63.3,0.2,14.0,-89.7
CCCN1C[C@H](C)[C@@H](OC)CN(C)C(=O)c2cc(NC(=O)C3CCC3)ccc2OC[C@H]1C,-7.5,3.1,-1.0,-50.8
CC(=O)N1[C@@H]2c3cccc(=O)n3C[C@@H]2[C@@H](CO)[C@@H]1C(=O)N1CCc2ccccc2C1,13.2,0.4,0.6,·
C[C@@H]1CN([C@H](C)CO)C(=O)CCCn2cc(nn2)CO[C@@H]1CN(C)C(=O)NC1CCCC1,-8.3,0.1,0.7,8.9
CCCC#Cc1ccc2c(c1)O[C@@H](CN(C)S(=O)(=O)c1cccc(F)c1)[C@H](C)CN([C@@H](C)CO)S2(=O)=O,-32.2,0.1,17.4,124.3*
C/C=C/c1ccc([C@@H]2[C@H](CO)N(CC3CCCC3)C23CN(C(=O)CC)C3)cc1,-53.8,-1.0,13.5,·
O=C(c1cccnc1)N1CC2(C1)[C@@H](c1ccccc1)[C@H](CO)N2C(=O)C1CCC1,12.1,-0.3,-3.6,·
COc1ccc(CN(C)C[C@@H]2Oc3ccc(NS(=O)(=O)c4ccc(C)cc4)cc3CC(=O)N([C@@H](C)CO)C[C@@H]2C)cc1,-10.9,-1.7,-17.8,107.6*
COc1ccc(S(=O)(=O)Nc2ccc3c(c2)C(=O)N([C@@H](C)CO)C[C@@H](C)[C@H](CN(C)S(=O)(=O)c2ccc(Cl)cc2)OCCCC[C@H](C)O3)cc1,-63.7,-1.3,0.9,99.7*
C[C@@H]1CN([C@H](C)CO)C(=O)CCCn2cc(nn2)CO[C@H]1CN(C)Cc1cccc(C(F)(F)F)c1,-19.1,1.1,·,19.5
C[C@@H]1CN([C@H](C)CO)S(=O)(=O)c2ccc(C#CC3(O)CCCC3)cc2O[C@H]1CN(C)C(=O)c1cccnc1,1.5,1.0,-1.9,36.5
C[C@@H]1CN([C@H](C)CO)C(=O)Cc2cc(NC(=O)Cn3cnnn3)ccc2O[C@@H]1CN(C)Cc1ccc(C(=O)Nc2ccccc2N)cc1,-49.1,0.2,8.1,·
N#C[C@@H]1[C@@H](c2ccccc2)[C@H](CO)N1C(=O)c1ccc2c(c1)OCO2,26.8,-0.7,14.3,13.9
C[C@@H]1CCCCO[C@H](CN(C)S(=O)(=O)c2cn(C)cn2)[C@@H](C)CN([C@@H](C)CO)C(=O)c2cc(NC(=O)Nc3ccc4c(c3)OCO4)ccc2O1,23.8,1.4,0.0,17.8
CNC[C@@H]1OCCCC[C@H](C)Oc2ccc(NS(=O)(=O)c3ccc(F)cc3)cc2C(=O)N([C@@H](C)CO)C[C@H]1C,30.0,-1.5,-1.6,67.4
CCC(=O)N1[C@@H]2Cn3c(cccc3=O)[C@H]1[C@@H](C(=O)NC1CCCC1)[C@@H]2CO,19.9,0.9,0.3,·
O=C(NCCN1CCCCC1)[C@@H]1[C@@H](CO)[C@@H]2Cn3c(cccc3=O)[C@@H]2N1C(=O)C1CC1,·,-1.5,-0.2,5.0
CS(=O)(=O)N1C[C@@H](O)COC[C@@H]2O[C@H](CC(=O)NCc3ccccc3)CC[C@H]21,3.6,-4.2,16.3&10.8,65.6
CC(C)CC#Cc1cnc2c(c1)C(=O)N([C@H](C)CO)C[C@@H](C)[C@H](CN(C)S(=O)(=O)c1cccs1)O2,-9.6,-2.0,-7.7,82.4
C[C@@H](NC(=O)C[C@H]1C[C@H]2c3cc(NC(=O)NC4CCCC4)ccc3O[C@H]2[C@H](CO)O1)c1ccccc1,-42.8,1.1,·,10.8
CN(C)CC(=O)Nc1ccc2c(c1)[C@H]1C[C@H](CC(=O)NCc3ccccc3F)O[C@H](CO)[C@H]1O2,0.7,-4.0,-0.3,-8.1
C[C@@H]1CCCCO[C@@H](CN(C)CC2CCCCC2)[C@@H](C)CN([C@H](C)CO)C(=O)c2cc(NC(=O)NC3CCCCC3)ccc2O1,-42.1,-2.9,6.4,33.3
CCN(C[C@H]1N[C@@H](CO)[C@@H]1c1ccc(-c2cccc(F)c2)cc1)C(=O)COC,-0.8,1.1,3.9,17.8
COc1ccccc1S(=O)(=O)N1[C@@H]2CNC[C@H]1C2c1ccc(-c2cccnc2)cc1 (stereo partly specified),17.7&10.8,-1.0&1.1,7.6&-7.7,·
C[C@H](CO)N1C[C@H](C)[C@@H](CN(C)C(=O)C2CC2)Oc2cc(/C=C/c3ccccc3)ccc2S1(=O)=O,-61.6,-1.2,10.4,68.6
CC(C)NC(=O)Nc1ccc2c(c1)C(=O)N([C@H](C)CO)C[C@@H](C)[C@H](CN(C)CC1CC1)OCCCC[C@@H](C)O2,6.9,0.5,-1.7,48.3
C[C@H]1CN([C@@H](C)CO)C(=O)c2cccc(NC(=O)NC3CCCCC3)c2O[C@H]1CN(C)C(=O)Nc1ccc2c(c1)OCO2,10.5,4.4,0.7,6.3
CO[C@@H]1CN(C)C(=O)c2cc(NC(C)=O)ccc2OC[C@H](C)N(C(=O)c2ccc(F)cc2)C[C@@H]1C,-3.5,-1.8,·,15.0
CO[C@@H](C(=O)N(C)C[C@@H]1OCc2ccccc2-c2c(n(C)c3ccccc23)C(=O)N([C@H](C)CO)C[C@@H]1C)c1ccccc1,61.2,1.1,-2.4,-8.7
CCCNC(=O)Nc1ccc2c(c1)OC[C@@H](C)N(Cc1ccccn1)C[C@@H](C)[C@H](OC)CN(C)C2=O,-52.5,-0.3,·,-17.2
CN(C)C(=O)C[C@@H]1C=C[C@H](NC(=O)NC2CCCC2)[C@H](CO)O1,-11.0,0.4,-2.2,·
COc1ccc(S(=O)(=O)N(C)C[C@H]2OCCCC[C@@H](C)Oc3ccc(NC(=O)Nc4ccc5c(c4)OCO5)cc3C(=O)N([C@H](C)CO)C[C@@H]2C)cc1,-66.1,3.3,1.2,49.9
Cc1ccc(S(=O)(=O)Nc2ccc3c(c2)C(=O)N([C@@H](C)CO)C[C@H](C)[C@H](CN(C)Cc2ccc(C(=O)Nc4ccccc4N)cc2)O3)cc1,-71.7,-1.7,-5.9,80.8
O=C1CNC[C@@H]2[C@@H](c3ccc(C4=CCCCC4)cc3)[C@H](CO)N12,18.8,0.1,5.2,·
O=C1CN(Cc2ccccc2)C[C@@H]2[C@H](c3ccc(Br)cc3)[C@H](CO)N12,33.5,-0.7,2.6,·
COc1ccc(C#Cc2cnc3c(c2)C(=O)N([C@H](C)CO)C[C@@H](C)[C@H](CN(C)C(=O)CC2CC2)O3)cc1,-63.7,0.2,2.2,-18.4
CCCC#Cc1ccc2c(c1)O[C@@H](CN(C)C(=O)c1ccncc1)[C@@H](C)CN([C@@H](C)CO)S2(=O)=O,-34.1,1.0,3.6,108.3*
C[C@@H]1CN([C@H](C)CO)C(=O)c2cc(NC(=O)NC3CCCCC3)ccc2O[C@H]1CN(C)Cc1ccc2c(c1)OCO2,-3.1,-0.9,4.0,-23.6
CCCNC(=O)N1CC(=O)N2[C@H](CO)[C@@H](c3ccc(-c4cccc(C)c4)cc3)[C@@H]2C1,10.1,-1.3,25.9,·
C[C@H]1CN([C@@H](C)CO)C(=O)c2cc(NC(=O)Nc3ccc(F)cc3)ccc2O[C@H]1CN(C)Cc1ccncc1,4.9,2.4,4.1,-79.7
C[C@@H]1CN([C@H](C)CO)C(=O)c2cc(-c3ccc(F)cc3)cnc2O[C@@H]1CN(C)Cc1ccc(F)cc1,2.6,-0.7,14.6,-63.2
C[C@H]1CN([C@@H](C)CO)C(=O)c2cc(/C=C/c3ccccc3)cnc2O[C@@H]1CN(C)C(=O)C1CCC1,-70.3,-2.3,-1.7,?
N#C[C@@H]1[C@@H](c2ccccc2C2=CCCCC2)[C@H](CO)N1S(=O)(=O)c1ccccc1,-36.0,-1.3,-11.0,·
COc1ccccc1C#Cc1cnc2c(c1)C(=O)N([C@H](C)CO)C[C@@H](C)[C@H](CN(C)C(C)=O)O2,-1.8,-2.5,6.3,23.2
C[C@@H]1CCCCO[C@H](CN(C)C(=O)C2CCCCC2)[C@H](C)CN([C@H](C)CO)C(=O)c2cc(NC(=O)Nc3cccc4ccccc34)ccc2O1,-89.5*,-1.4,-0.1,116.9*
O=C(c1cccc(F)c1)N1CC[C@@H]2[C@@H](CO)Nc3ccc(C#Cc4cccc(F)c4)cc3[C@@H]21,-36.8,-0.6,-0.1,109.9*
COc1ccc(NC(=O)Nc2ccc3c(c2)C(=O)N([C@H](C)CO)C[C@H](C)[C@H](CN(C)C(=O)Nc2ccc(C(F)(F)F)cc2)OCCCC[C@@H](C)O3)cc1,-26.9,-0.6,-0.2,·
C[C@@H]1CN([C@@H](C)CO)C(=O)Cc2cc(NS(=O)(=O)c3ccc(F)cc3)ccc2O[C@@H]1CN(C)C(=O)Nc1ccc(C(F)(F)F)cc1,14.3,-2.5,-15.5,22.3
CCCC(=O)Nc1ccc2c(c1)C(=O)N(C)[C@@H]1CC[C@@H](CC(=O)NCc3ccccc3Cl)O[C@H]1CO2,-7.8,-0.9,-1.7,-12.8
CCCNC(=O)N1[C@H](C#N)[C@H](c2ccc(-c3ccccc3F)cc2)[C@H]1CO,-87.5*,3.1,11.8,67.1
CNC[C@H]1Oc2ccc(NS(=O)(=O)c3ccccc3)cc2C(=O)N([C@@H](C)CO)C[C@@H]1C,6.4,0.0,0.5,·
Cc1ccccc1-c1ccc2c(c1)O[C@@H](CN(C)C(=O)Nc1ccccc1)[C@H](C)CN([C@H](C)CO)S2(=O)=O,-9.9,3.9,8.7,20.6
C/C=C/c1ccc2c(c1)O[C@@H](CN(C)C(=O)CC)[C@H](C)CN([C@H](C)CO)S2(=O)=O,2.0,5.9,0.4,-43.3
Cc1noc(C)c1NC(=O)NCC[C@@H]1CC[C@@H](NC(=O)c2ccncc2)[C@H](CO)O1,10.3,0.4,6.4,-5.3

# Arranged by length of the SMILES (high to low): five of the compounds above.
SMILES,Pf Dd2 inh,GASC1 inh,C diff growth,T cruzi growth
C[C@@H]1CCCCO[C@H](CN(C)C(=O)C2CCCCC2)[C@H](C)CN([C@H](C)CO)C(=O)c2cc(NC(=O)Nc3cccc4ccccc34)ccc2O1,-89.5*,-1.4,-0.1,116.9*
C[C@@H]1CN([C@@H](C)CO)C(=O)Cc2cc(NS(=O)(=O)c3ccc(F)cc3)ccc2O[C@@H]1CN(C)C(=O)Nc1ccc(C(F)(F)F)cc1,14.3,-2.5,-15.5,22.3
COc1ccccc1C#Cc1cnc2c(c1)C(=O)N([C@H](C)CO)C[C@@H](C)[C@H](CN(C)C(C)=O)O2,-1.8,-2.5,6.3,23.2
C/C=C/c1ccc2c(c1)O[C@@H](CN(C)C(=O)CC)[C@H](C)CN([C@H](C)CO)S2(=O)=O,2.0,5.9,0.4,-43.3
CCCNC(=O)N1[C@H](C#N)[C@H](c2ccc(-c3ccccc3F)cc2)[C@H]1CO,-87.5*,3.1,11.8,67.1

# Further structures
SMILES,Pf Dd2 inh,GASC1 inh,C diff growth,T cruzi growth
COc1ccc2c3c(n(C)c2c1)[C@H](CO)N(CC1CC1)CC31CN(C(=O)NC2CCCC2)C1,-3.1,1.1,6.4,·
C[C@@H](NC(=O)C[C@@H]1CC[C@H](NC(=O)Cc2ccccn2)[C@@H](CO)O1)c1ccccc1,3.1,-1.0,·,-7.9
C[C@@H]1CN([C@@H](C)CO)C(=O)c2cc(NC(=O)CCCN(C)C)ccc2O[C@@H](C)CCCCO[C@@H]1CN(C)S(=O)(=O)c1cn(C)cn1,70.0,1.7,-9.1,43.3
Cc1noc(C)c1NC(=O)Nc1ccc2c(c1)CC(=O)N([C@@H](C)CO)C[C@@H](C)[C@H](CN(C)CC1CCCCC1)O2,-14.6,-1.4,-2.9,-2.4
COc1ccc2c3c([nH]c2c1)[C@@H](CO)N(C(=O)CN(C)C)CC31CCN(CC2CC2)CC1,-10.9,6.3,9.6,·
O=C(Cc1ccncc1)Nc1ccc2c(c1)[C@@H]1C[C@H](CC(=O)N3CCOCC3)O[C@@H](CO)[C@@H]1O2,14.2,2.3,-0.1,35.3

# Compound activity: PubChem, Broad Institute
